HTT cytoprotect – protects HTT-Q103 PC12 cells, measured by ATP | Potency, µM (titrated, usually from 56.4 µM), without a hit: cytoprotection (ATP increase), usual class: activators | AID 1471 | PC12 HTT-Q103 induced, cytoprotection, ATP luminescence, 40 h | 230,000 tested, 0.14% active;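 note: % of control where 0% means no effect; nearly all actives have a fitted effect of over 45% in size; toxic huntingtin expression switched on by the ecdysone agonist tebufenozide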
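PC12 cells stably carrying ecdysone-inducible Htt exon 1 (Q103)–GFP were induced with 100 nM tebufenozide (final) alongside library compounds in a dose series. Cytoprotection was scored as retained ATP by ATPlite luminescence.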
KDM4E inh – blocks human JMJD2E demethylase activity | B2RXH2 | JMJD2E catalytic domain, FDH-coupled NADH fluorescence (FDH is formaldehyde dehydrogenase) | Potency, µM (doses to about 57.1 µM), for the others: top-dose activity change, negative = inhibition, usual class: inhibitors | 230,000 tested, 1.6% active | AID 2147; active = well fitted inhibition curve with a large enough effect, not every such curve was filed as active; inconclusive = small, poorly fitted or top-dose-only effect, or another doubt; inactive = no such curve, though single readings can be large or run the other way;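 note: 0% = wells with enzyme and -100% = buffer wells without enzyme; nearly all actives have a fitted effect of over 50% in size; many of its hits are not listed in these tables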
Target sequence (B2RXH2 1-337 limits assumed): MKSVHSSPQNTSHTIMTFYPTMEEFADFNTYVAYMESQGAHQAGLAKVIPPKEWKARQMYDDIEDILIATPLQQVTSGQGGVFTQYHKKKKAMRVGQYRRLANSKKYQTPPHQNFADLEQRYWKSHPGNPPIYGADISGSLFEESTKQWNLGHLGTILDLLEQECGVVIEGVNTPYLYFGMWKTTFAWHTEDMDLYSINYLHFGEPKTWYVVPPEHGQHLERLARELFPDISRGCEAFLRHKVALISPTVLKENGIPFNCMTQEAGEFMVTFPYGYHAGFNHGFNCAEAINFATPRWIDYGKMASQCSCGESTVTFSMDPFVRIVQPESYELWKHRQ
Tau fibril ThT – blocks human tau fibril formation measured by thioflavin T; recombinant tau K18 P301L, heparin-induced fibrillization, ThT fluorescence; Potency, µM (highest dose often 57.4 µM), for inactives: top-dose activity, negative = inhibition, usual class: inhibitors; 270,000 tested, 2.1% active; AID 1460; note: % is set by controls: 0 for no effect and ±100 for the full control effect; nearly all actives have a fitted effect of over 55% in size
Target sequence (P10636 561-689 P618L limits assumed): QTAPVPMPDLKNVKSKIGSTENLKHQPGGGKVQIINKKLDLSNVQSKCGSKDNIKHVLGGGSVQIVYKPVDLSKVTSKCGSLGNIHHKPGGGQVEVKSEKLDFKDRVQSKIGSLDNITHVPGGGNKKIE
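Recombinant human tau K18 fragment […] carrying P301L, 15 uM unlabeled plus 0.24 uM Alexa 594-labeled, was fibrillized with 20 uM heparin in 100 mM sodium acetate pH 7 for 6 hr at 37 C; 30 uM ThT fluorescence read after 1 hr.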
Tau fibril FP – inhibitors of human tau fibril formation. K18 P301L tau heparin fibrillization, Alexa594 FP, 6 h. Potency, µM (titrated, usually from 57.7 µM), inactives show at the top dose activity, negative = inhibition, hits mostly inhibitors. 280,000 tested, 0.39% active; note: % is set by controls: 0 for no effect and ±100 for the full control effect; nearly all actives have a fitted effect of over 55% in size
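Steps: dispense K18 P301L tau (15 uM plus 0.24 uM Alexa 594 tracer, final) in pH 7 sodium acetate; add compound; add heparin (20 uM final); incubate 6 hr, 37 C; add ThT (30 uM final); after 1 hr ambient, read FP.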
ALDH1A1 block – inhibitors of human aldehyde dehydrogenase 1A1 | Potency, µM (highest dose often 75.3 µM), without a hit: at the highest dose activity, negative = inhibition, most hits filed as inhibitors | 220,000 tested, 7.3% active | P00352 | Purified ALDH1A1, NADH fluorescence, propionaldehyde substrate; active = well fitted inhibition curve with a large enough effect, not every such curve was filed as active; inconclusive = small, poorly fitted or top-dose-only effect, or another doubt; inactive = no such curve, though single readings can be large or run the other way;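 note: plate controls were no enzyme wells and a reference inhibitor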
Target sequence (P00352 whole entry, looked up): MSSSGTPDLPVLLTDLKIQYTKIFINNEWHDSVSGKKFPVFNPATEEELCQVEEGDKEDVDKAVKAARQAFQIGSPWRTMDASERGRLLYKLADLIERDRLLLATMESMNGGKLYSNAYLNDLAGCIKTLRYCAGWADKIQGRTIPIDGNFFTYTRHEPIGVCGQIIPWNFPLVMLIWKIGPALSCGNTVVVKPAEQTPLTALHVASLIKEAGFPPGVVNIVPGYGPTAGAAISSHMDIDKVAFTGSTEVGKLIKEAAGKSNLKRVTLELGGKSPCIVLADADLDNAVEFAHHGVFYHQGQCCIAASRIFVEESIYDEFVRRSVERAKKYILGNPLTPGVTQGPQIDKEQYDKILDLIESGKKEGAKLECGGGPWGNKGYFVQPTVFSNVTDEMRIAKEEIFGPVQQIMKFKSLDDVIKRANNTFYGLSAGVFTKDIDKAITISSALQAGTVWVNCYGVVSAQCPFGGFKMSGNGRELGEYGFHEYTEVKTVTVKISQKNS
Tau fluor counter – counter-screen for tau fibril formation inhibitors. tau K18 P301L Alexa594 fluorescence, heparin fibrillization. Potency, µM (doses to about 57.7 µM), for the others: top-dose activity change, negative = decrease. 280,000 tested, 0.93% active. AID 1463; note: % is set by controls: 0 for no effect and ±100 for the full control effect; nearly all actives have a fitted effect of over 55% in size
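Human tau K18 P301L (15 uM unlabeled, 0.24 uM Alexa 594-labeled) in 100 mM sodium acetate pH 7 with 20 uM heparin, 6 hr at 37 C. ThT 30 uM added, 1 hr ambient; Alexa 594 FP and total fluorescence read at 555/632 nm.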
HttQ103 aggreg – inhibitors of mutant huntingtin aggregate formation in PC12 cells. PC12 HttQ103-GFP aggregates, Acumen cytometry, 40 h. AID 1688. Potency, µM (doses to about 46.1 µM), without a hit: at the top dose activity change, negative = inhibition, actives largely listed as inhibitors. 220,000 tested, 1.1% active; note: % is set by controls: 0 for no effect and ±100 for the full control effect; nearly all actives have a fitted effect of over 60% in size
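Inducible Q103 Huntingtin exon 1–GFP PC12 line, 1500 cells/well in phenol red free DMEM with 5% equine and 5% calf serum. Tebufenozide 100 nM induced expression; compounds titrated; aggregates quantified by cytometry.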
SMN2 splice up – increases expression of the SMN2 splice variant; HEK293 SMN2-luciferase splicing reporter, luminescence, 30-36 h; Potency, µM (titrated, usually from 46.1 µM), without a hit: at the highest dose activity change, positive = activation, hits mostly activators; 210,000 tested, 2.8% active; note: % of control where 0% means no effect; nearly all actives have a fitted effect of over 55% in size
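qHTS luciferase splicing reporter: luminescence rises when SMN2 exon 7 is included in transfected HEK293 cells. Compound exposure lasted 30-36 h at 37C, with 4.5 mM final sodium butyrate as control, followed by a ONE-Glo read.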
The depositor's hits bear a star; ? = inconclusive; / = no result given; & = joins results of further samples; [ ] = dose if it differs, or a comment. Unless noted, calls come from the whole dose curve; as a rule, active = well fitted curve in the direction sought with a large enough effect; inconclusive = small, poorly fitted or top-dose-only effect, or another doubt; inactive = no such curve, though single readings can be large; an effect the other way counts as inactive or inconclusive. Potency is the fitted concentration of half-maximal effect. These rows are one share of the data; the hit share may differ from the screen's.

SMILES	HTT cytoprotect	KDM4E inh	Tau fibril ThT	Tau fibril FP	ALDH1A1 block	Tau fluor counter	HttQ103 aggreg	SMN2 splice up
O=C(CNc1ccccc1)N/N=C/c1ccc([N+](=O)[O-])cc1	14%[10 µM]	-12%	?	10%	3.5µM*	-27%	15%	26%
COc1cccc2c(=O)n(CC(=O)Nc3ccc(F)cc3F)ccc12	32%[10 µM]	0%	-11%	-1%	10%	-1%	-5%	7%
CN(Cc1ccccc1)S(=O)(=O)c1ccc(N2CCOCC2)nc1	25%[10 µM]	?	-6%	-5%	-10%	-18%	1%[9.22 µM]	/
COc1ccc(S(=O)(=O)N2CCN(C(=O)c3ccco3)CC2)cc1OC	12%	7%	-5%	-2%	2%	-8%	-13%	12%
CC(Nc1ccc(Br)cn1)c1cc(Cl)ccc1O (stereo unspecified)	12%[10 µM]	12%	-3%	-14%	-14%	?	-29%	-31%
CCc1nc2oc3ccccc3c(=O)c2c(=O)n1Cc1ccc(OC)cc1	-9%	5%	-13%	4%	8%	2%	9%	-28%
Brc1cc(Cc2nnc(-c3ccccc3)o2)c(Br)s1	8%[10 µM]	-10%	?	-3%	-2%	-28%	2%[9.22 µM]	/
Cc1ccc(CN2CCN(Cc3nc4ccccc4nc3C)CC2CCO)cc1 (stereo unspecified)	16%[10 µM]	-8%	-4%	-8%	/	-3%	-10%[9.22 µM]	/
Cc1cc(C)c(NC(=O)CSc2nc3ccncc3[nH]2)c(C)c1	/	/	2%	-3%	/	-2%	/	6%
O=C(NCc1ccc2c(c1)OCO2)C(=S)N1CCOCC1	-49%	5%	8%	7%	-5%	9%	20%[9.22 µM]	15%
CCCc1[nH]nc2c1C(c1ccc(O)cc1OCC)C(C#N)=C(N)O2 (stereo unspecified)	-23%	5%	?	-8%	18µM*	-19%	12%	-13%
O=c1c(-c2ccccc2)coc2cc(O)ccc12	-68%[inhibitor]	?	-9%	12%	?	-1%	6%	22µM*
Cc1cc(CC(C)C)n(-c2nc3ccccc3c(=O)n2OCc2ccccc2)n1	-13%	5%	-14%	3%	5%	-16%	-24%	3%
C#CCOCCOCCOCCNc1nc(N2CCN(C(=O)[C@H]([C@@H](C)CC)n3cc([C@@H](N)Cc4ccc(O)cc4)nn3)CC2)nc(N2CCN(C(=O)[C@H](Cc3ccc(O)cc3)n3cc([C@@H](N)C(C)CC)nn3)CC2)n1 (stereo partly specified)	-9%[10 µM]	-4%	?	2%	-14%	-6%	-2%[9.22 µM]	/
Cc1cccn2c(=O)c3cc(C(=O)N(Cc4ccccc4)C(C)C)sc3nc12	/	/	-14%	-2%	/	-25%	/	?
CCCCOc1ccc(/C=N/NC(=O)C2CCCNC2=O)cc1 (stereo unspecified)	-23%[10 µM]	0%	-10%	1%	17%	-2%	-18%[9.22 µM]	/
COc1ccc2cc(CCNC(=O)c3cccs3)c(=O)[nH]c2c1	/	-19%	-16%	-6%	?	-8%	5%	6.3µM*
S=C(NCCc1ccc(Cl)cc1)NC1CCCC1	27%[10 µM]	8%	-7%	-1%	0%	-26%	0%[9.22 µM]	14%
CC(C)n1c(=S)[nH]c2cc(C(F)(F)F)ccc21	9%[10 µM]	-4%	-14%	-1%	32µM*	-18%	14%[9.22 µM]	/
COc1cc(NC(=O)CSc2nc(-c3ccc(C)cc3)nc3c2Cc2ccccc2O3)cc(OC)c1	/	/	7%	?	/	-3%	/	-4%
O=C(NCc1ccccc1Cl)c1ccc(CS(=O)(=O)c2ccc(Br)cc2)o1	/	/	-5%	4%	/	-19%	/	-34%[inhibitor]
CC1Cc2ccccc2N1C(=O)CSc1nnc(-c2ccc(S(=O)(=O)N3CCCC3)cc2)n1C (stereo unspecified)	10%[10 µM]	-2%	-11%	-2%	?	-5%	-17%	-32%[inhibitor]
COc1ccc(C)cc1NC(=O)c1ccc2c(SCC(=O)O)c3c(nc2c1)CCCC3	5%[10 µM]	0%	-14%	3%&-6%	/	17%&-5%	-30%[9.22 µM]	3%
CCn1c(COc2cccc(OC)c2)nnc1SCC(=O)Nc1cc(OC)ccc1OC	0%	-1%	-15%	11%	9%	-7%	11%	-14%
COC(=O)NCC1(C)CC(NC(=O)OC)CC(C)(C)C1 (stereo unspecified)	2%[0.074 µM]	4%	21%	-9%	0%	18%	2%	6%
Cc1ccc(O)c(C2=NCCNC(C(F)(F)F)=C2)c1	-9%	1%	-21%	2%	-4%	-12%	-10%	-8%
COc1cc(C2C(C(C)=O)=C(O)C(=O)N2CCc2ccc(OC)c(OC)c2)ccc1O (stereo unspecified)	6%	-1%	-9%	1%	6%	-2%	1%	10%
O=C(Nc1nn[nH]n1)c1cccc(Oc2ccccc2)c1	14%[10 µM]	4%	1%	0%	-3%	0%	-10%	-2%
Nc1nnn(CC(=O)N/N=C/c2ccc(O)cc2)n1	-12%[10 µM]	-8%	/	3%	/	-4%	-21%[9.22 µM]	/
Brc1ccc(C2Nc3cccc4cccc(c34)N2)o1	4%	3.2µM*	?	?	4.5µM*	?	-14%	1%
Brc1c(CSc2nnc(-c3ccco3)o2)nc2ccccn12	-28%	2%	-10%	3%	?	0%	-25%	-33%[inhibitor]
CCOCCN1CCN(c2c3c(nc4cc(-c5ccc(F)cc5)nn24)CCC3)CC1	-24%	4%	-9%	-3%	3%	-1%	-13%	6%
COc1ccccc1NC(=O)C1=C(C)Nc2nnnn2C1c1ccc(C(F)(F)F)cc1 (stereo unspecified)	/	/	-2%	-5%	/	-22%	/	-13%
Cc1cccc(N2CCN(C(=O)CN3C(=O)C4CC=CCC4C3=O)CC2)c1C (stereo unspecified)	/	-1%	-7%	5%	0%	-4%	-4%	1%
c1ccc(-c2cn3nc(-c4ccccc4)cnc3n2)cc1	24%[10 µM]	-1%	4%	11%	-11%	3%	1%	2µM*
O=C(COC(=O)c1ccccc1N1C(=O)C2C3CCC(C3)C2C1=O)c1ccccc1 (stereo unspecified)	5%[10 µM]	5%	-6%	2%	11%	-6%	-19%	-5%
CC(C)CO/N=C1/[C@H]2O[C@@H]2[C@@H](O)[C@H]2[C@H]1CCn1c(=O)n(C)c(=O)n12	-6%[10 µM]	/	-11%[11.5 µM]	1%[11.6 µM]	0%[13.5 µM]	-13%[11.6 µM]	/	/
CC(C)c1c(O)nc(SCC(=O)N2CCOCC2)[nH]c1=O	-5%	2%	-18%	-2%	7%	-6%	0%	27%
N/C(CCS(=O)(=O)c1ccc(Cl)cc1)=N\OC(=O)c1ccccc1C(F)(F)F	-1%[10 µM]	9%	-7%	-11%	6%	-20%	8%[9.22 µM]	/
Cc1ccc(-n2c(=O)c3c(C)c(C)sc3n(CC(=O)c3ccc(Cl)cc3)c2=O)cc1C	/	/	8%	-11%	/	0%	/	1%
Cc1cc(C(F)(F)F)nc(-n2cc(-c3cccc(N)c3)nn2)n1	-19%[10 µM]	4%	1%	8%	13%	3%	-15%[9.22 µM]	/
COc1ccc(-c2nnc(SCC(=O)N3CCCCC3)o2)cc1OC	3%[10 µM]	-1%	-15%	0%	7%	3%	-8%	-1%
Cc1cc(C)n(-c2cccc3cccnc23)n1	1%	6%	-9%	6%	2%	3%	7%	21%
Cc1nnc(N/N=C/c2ccc(O)c([N+](=O)[O-])c2)[nH]c1=O	13%[10 µM]	?	?	11%	-8%	-2%	-4%	-1%
CCCCCC(=O)Nc1sc(C)c(C)c1C#N	27%[10 µM]	4%	-22%	-5%	10µM*	-14%	-32%	?
CCNc1nc(NCC)nc(N(C#N)CCOc2ccccc2)n1	/	-4%	3%	4%	?	-1%	/	-4%
Cc1cc(C)n(C(=O)c2ccc(S(=O)(=O)NCC3CCCO3)cc2)n1 (stereo unspecified)	5%[0.074 µM]	1%	6%	-9%	?	5%	?	4%
COc1ccc(N2C(=O)CC(NNC(=O)c3ccco3)C2=O)cc1 (stereo unspecified)	6%[10 µM]	1%	-3%	-8%	1%	3%	17%	6%
Cc1cc(NC(=O)C(=O)NCCN2CCN(S(C)(=O)=O)CC2)ccc1Br	-24%	2%	-3%	4%	-3%	-2%	-15%[9.22 µM]	-6%
Cc1cc(C)cc(N(CC(=O)NCCc2ccc(Cl)cc2)S(=O)(=O)c2c(C)noc2C)c1	/	/	5%	1%	/	-7%	/	-4%
CCC(C(=O)O)N1C(=O)c2ccccc2C1=O (stereo unspecified)	-4%[10 µM]	0%	-14%	3%	4%	-7%	-5%	10%
CCOC(=O)c1c(/N=C/c2cc(C)ccc2O)sc2c1CCC2	-3%[10 µM]	3%	3%	2%	?	3%	10%	-21%
CCN(CC)S(=O)(=O)c1ccc2[nH]cc(C(=O)NCCN3CCCCC3C)c(=O)c2c1 (stereo unspecified)	14%[0.074 µM]	?	-7%	5%	-6%	-8%	9%	-12%
COc1ccc(/C=N/NC(=O)c2ccc(Br)cc2)c(OC)c1	-27%	?	?	?	-1%	-27%	-12%	29%
CCCSc1nc2cc(OC)c(OC)cc2c(=N)n1CCCN1CCOCC1	2%[10 µM]	-10%	-2%	1%	6%	1%	0%	-12%
Cc1ccsc1C1C(C#N)=C(N)N(N(C)C)C2=C1C(=O)CC(C)(C)C2 (stereo unspecified)	3%[10 µM]	4%	-5%	-4%	-10%	-10%	0%	25µM*
CN(C)Cc1cc(CCNC(=O)c2ccc(Cl)cc2)ccc1O	-11%	-4%	1%	2%	4%	-2%	?	-9%
COc1ccc(-c2nnc(SCC(=O)NC3CCCc4ccccc43)n2N)cc1 (stereo unspecified)	12%[1.9 µM]	5%	-3%	8%	5%	-3%	9%	-18%
COc1ccc(NC(=O)c2nc[nH]c2C(=O)N2CCC(C)CC2)cc1	-1%[10 µM]	-2%	-7%	-4%	/	-9%	-9%[9.22 µM]	/

2 consecutive records out of the list so far, for reference:
SMILES	HTT cytoprotect	KDM4E inh	Tau fibril ThT	Tau fibril FP	ALDH1A1 block	Tau fluor counter	HttQ103 aggreg	SMN2 splice up
CCC(C(=O)O)N1C(=O)c2ccccc2C1=O (stereo unspecified)	-4%[10 µM]	0%	-14%	3%	4%	-7%	-5%	10%
CCOC(=O)c1c(/N=C/c2cc(C)ccc2O)sc2c1CCC2	-3%[10 µM]	3%	3%	2%	?	3%	10%	-21%
